ELG1 repair inh: ELG1-dependent DNA repair inhibition. HEK293T ELG1-luciferase reporter, luminescence, 16 h; DNA damage induced by 5-fluorouridine. AID 504467. hit rate 2.3% among 330,000. Potency, µM (series often up to 46.1 µM), without a hit: top-dose activity change, negative = inhibition, usual class: inhibitors; note: potency is the fitted concentration of half-maximal effect; % is set by controls: 0 for no effect and ±100 for the full control effect; nearly all actives have a fitted effect of over 55% in size
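Luminescence from the luciferase reporter, measured 30 min after ONE-Glo reagent at room temperature, was the read-out. Beforehand, 2,000 cells per well were exposed for 16 hr at 37 °C to 5-fluorouridine together with compound or vehicle.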
Integrin act MD: activates integrin-mediated alleviation for muscular dystrophy; hit rate 0.064% among 350,000; alpha7betagal myoblasts, beta-gal FDG fluorescence, 48 h; Potency, µM (titrated, usually from 38.3 µM), without a hit: top-dose activation, hits mostly activators; AID 624291;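 note: potency is the fitted concentration of half-maximal effect; 100% = response of the positive control SU9516; nearly all actives have a fitted effect of over 60% in size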
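alpha7betagal+/- myoblasts (passage 13, 250/well) treated 48 h at 37C with compounds at 1:260 dilution of DMSO stock. Lysed, then beta-galactosidase activity read as FDG fluorescence (ex 480/em 540) after 30 min, with pre-read for autofluorescence.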
CXXC DNA block: blocks binding of human MLL CXXC domain to DNA | Q03164 | MLL-CXXC / FITC-HOXA9 DNA fluorescence polarization | Potency, µM (titrated, usually from 115 µM), without a hit: top-dose activity change, negative = inhibition, hits mostly inhibitors | hit rate 0.037% among 290,000 | AID 2662; active = well fitted inhibition curve with a large enough effect in the polarisation, with a control signal flat, not every such curve was filed as active; inconclusive = small, poorly fitted or top-dose-only effect, or effect the other way, or a change in a side signal; inactive = no such curve, though single readings can be large or run the other way; the % refers to the polarisation; note: potency is the fitted concentration of half-maximal effect
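Purified MLL-CXXC (added from a 7 uM solution) was preincubated 5 min at ambient with pinned compounds in 50 mM Tris-HCl pH 7.5, 50 mM NaCl, 1 mM DTT, 0.05% BSA. Fluorescein-labeled HOX-A9 DNA (50 nM solution) followed, 30 min, then polarization read.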
A-T KAP1 phos: candidate therapy for ataxia-telangiectasia. […] A-T fibroblasts, KAP-1 phosphorylation AlphaLISA; neocarzinostatin DNA damage 30 min before lysis. Potency, µM (series often up to 57.5 µM), inactives show at the highest dose activation, actives largely listed as activators. hit rate 0.19% among 320,000; note: potency is the fitted concentration of half-maximal effect; % of control where 0% means no effect; nearly all actives have a fitted effect of over 45% in size
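hTERT-immortalized A-T patient fibroblasts ([…]), 500 cells/well in OPTI-MEM, 1% FBS, got compounds for 60 min, then NCS for 30 min at 37C. Lysates were then assayed for phospho-KAP-1 by AlphaLISA (anti-pKAP1 donor, anti-KAP1 acceptor beads), 6 hr at 25C.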
BRCA1 expr act: BRCA1 expression activation; MCF7-BRCA1-FFLuc reporter, luminescence, 48 h; response scale: scaled: vehicle 0%, 10 µM genistein 100%; Potency, µM (series often up to 46.1 µM), without a hit: top-dose activation, most hits filed as activators; hit rate 1.1% among 380,000; AID 624202; note: potency is the fitted concentration of half-maximal effect; nearly all actives have a fitted effect of over 80% in size; some results filed as inactive show a strong effect at the top dose
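Quantitative HTS in MCF7 cells stably reporting BRCA1 expression via firefly luciferase. Compound treatment lasts 48 h at 37 °C in phenol-red free MEM. Activation is expressed relative to genistein at 10 microM and DMSO.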
TCR act: activates T cell receptor signaling; Potency, µM (doses to about 9.22 µM), for the others: at the top dose activation of IL-2 secretion, most hits filed as activators; 330,000 tested, under 10 active; primary human leukocytes, anti-CD3, IL-2 HTRF, 48 h; note: % of control where 0% means no effect
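48 hr co-incubation of compounds, a-CD3 beads and primary human leukocytes; IL-2 quantified homogeneously by HTRF with anti-IL-2 K and d2 conjugates.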
B2AR arrestin: recruits beta-arrestin to the human beta2-adrenergic receptor. AID 492947. beta-arrestin recruitment to beta2AR, cell-based reporter. hit rate 0.02% among 330,000. Potency, µM (series often up to 46.1 µM), without a hit: top-dose activation, usual class: activators;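 note: potency is the fitted concentration of half-maximal effect; 0% = DMSO controls and full agonism = EC100 isoproterenol or metaproterenol; nearly all actives have a fitted effect of over 65% in size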
Target sequence (P07550 whole entry, looked up): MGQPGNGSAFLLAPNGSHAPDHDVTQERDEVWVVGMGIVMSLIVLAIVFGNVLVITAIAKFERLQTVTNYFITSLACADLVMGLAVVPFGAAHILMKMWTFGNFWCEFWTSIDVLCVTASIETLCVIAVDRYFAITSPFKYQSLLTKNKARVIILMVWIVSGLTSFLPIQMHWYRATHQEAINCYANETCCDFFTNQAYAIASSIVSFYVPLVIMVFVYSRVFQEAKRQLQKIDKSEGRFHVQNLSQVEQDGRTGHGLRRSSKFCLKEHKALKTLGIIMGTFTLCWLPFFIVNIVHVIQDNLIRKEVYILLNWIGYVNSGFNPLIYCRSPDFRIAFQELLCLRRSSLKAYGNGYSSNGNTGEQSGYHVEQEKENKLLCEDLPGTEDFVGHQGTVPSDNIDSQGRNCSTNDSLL
TRPV1 ag: agonists of human vanilloid receptor 1 (TRPV1) | activation, % at 8.33 µM | Q8NER1 | hit rate 0.19% among 320,000 | AID 540275 | TRPV1-expressing cells, Fluo-8 calcium influx, agonist mode; in the data active = activation above about 80%; inconclusive = between about 30% and that limit; note: 0% is about no effect
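Fluo-8 calcium influx in TRPV1-expressing cells, kinetic read (ex 480/em 520 nm). Compound added and read 3 min for agonist activity, followed by capsaicin at EC20 final and 2 min further read for enhancement.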
p53 reactivator: mutant p53 re-activation in reporter cells. H1299 p53-A138V BP100-luciferase reporter, luminescence, 24 h. Potency, µM (titrated, usually from 92.2 µM), for the others: at the highest dose activity change, positive = activation, usual class: activators. hit rate 0.063% among 320,000. AID 504706; note: potency is the fitted concentration of half-maximal effect; % of control where 0% means no effect; nearly all actives have a fitted effect of over 45% in size
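p53-null H1299 cells stably carrying temperature-sensitive p53-A138V and a BP100-luciferase reporter were pinned with compounds (4-point, 1:5 series) and held 24 hrs at 37 deg C. Luminescence was read 10 min after detection reagent.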
PTAP TSG101 blk: blocks PTAP/TSG101 interaction to inhibit HIV-1 budding | 340,000 tested, under 10 active | Q99816 | Fluorescence polarization, FITC-PTAP peptide / Tsg101 binding | AID 493005 | Potency, µM (doses to about 115 µM), for the others: at the top dose activity change, negative = inhibition, hits mostly inhibitors; active = well fitted inhibition curve with a large enough effect in the main read-out, with a control signal flat, not every such curve was filed as active; inconclusive = small, poorly fitted or top-dose-only effect, or effect the other way, or a change in a side signal; inactive = no such curve, though single readings can be large or run the other way; note: potency is the fitted concentration of half-maximal effect; % of control where 0% means no effect
Target sequence (Q99816 whole entry, looked up): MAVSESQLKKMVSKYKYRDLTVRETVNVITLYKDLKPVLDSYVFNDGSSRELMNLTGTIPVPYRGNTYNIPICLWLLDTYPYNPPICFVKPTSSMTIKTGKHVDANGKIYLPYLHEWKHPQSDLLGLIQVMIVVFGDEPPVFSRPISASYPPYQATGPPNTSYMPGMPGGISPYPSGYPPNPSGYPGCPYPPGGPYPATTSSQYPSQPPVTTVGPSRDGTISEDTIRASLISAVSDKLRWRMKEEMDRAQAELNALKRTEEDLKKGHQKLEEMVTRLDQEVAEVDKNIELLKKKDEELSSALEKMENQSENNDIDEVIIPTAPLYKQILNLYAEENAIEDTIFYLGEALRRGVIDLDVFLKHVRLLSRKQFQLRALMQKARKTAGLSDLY
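Compounds were pin-transferred onto Tsg101 binding domain (10 uM final) in HEPES pH 7.5 buffer, then FITC-PTAP peptide was added at 50 nM final. After 20 min at RT, polarization reported peptide displacement across a qHTS concentration series.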
* hit, by the source's call; [ ] = remark or other dose. Unless noted, calls come from the whole dose curve; as a rule, active = well fitted curve in the direction sought with a large enough effect; inconclusive = small, poorly fitted or top-dose-only effect, or another doubt; inactive = no such curve, though single readings can be large; an effect the other way counts as inactive or inconclusive.

For COc1ccc(CCNC(=O)CCCOc2ccc(C)cc2)cc1OC the results were ELG1 repair inh -2%, Integrin act MD -6%, CXXC DNA block 2%, A-T KAP1 phos 1%, BRCA1 expr act -17%, TCR act -5%[46.1 µM], B2AR arrestin -0.7%, TRPV1 ag inconclusive, p53 reactivator -6% and PTAP TSG101 blk 0%.
`Cc1csc(NC(=O)CSCc2c(C)noc2C)n1` gave ELG1 repair inh inconclusive, Integrin act MD 21%, A-T KAP1 phos 1%, BRCA1 expr act -31%, TCR act -4%, B2AR arrestin 0.2%, TRPV1 ag -4, p53 reactivator 4% and PTAP TSG101 blk -10%.
`COCCNC(=O)CN(C(=O)Cn1nnc2ccccc21)c1cccc(C)c1C` gave ELG1 repair inh -2%, Integrin act MD inconclusive, CXXC DNA block 19%, A-T KAP1 phos -1%, BRCA1 expr act -3%, TCR act -13%, B2AR arrestin 0.0%, TRPV1 ag -2, p53 reactivator 8% and PTAP TSG101 blk 0%.
For CCOc1ccccc1NC(=S)NC(=O)c1ccco1 the results were ELG1 repair inh 7%, Integrin act MD 35%, CXXC DNA block -11%, A-T KAP1 phos 5%, BRCA1 expr act -1%, TCR act 0%, B2AR arrestin -0.2%, TRPV1 ag 19 and PTAP TSG101 blk 2%.
For CC(C)c1ccccc1OCC(=O)NC1CCCc2ccccc21 (configuration not stated) the results were ELG1 repair inh -8%, Integrin act MD 19%, CXXC DNA block -5%, A-T KAP1 phos 22%, BRCA1 expr act -27%, TCR act -2%[46.1 µM], B2AR arrestin -0.8%, TRPV1 ag inconclusive, p53 reactivator 24% and PTAP TSG101 blk 0%.
For Cc1nc2cc(NC(=O)N3CC4(C)CC3CC(C)(C)C4)ccc2n1C (configuration not stated) the results were ELG1 repair inh 1%, Integrin act MD -13%, CXXC DNA block -3%, A-T KAP1 phos -3%, BRCA1 expr act 0%, TCR act 3%, B2AR arrestin -0.1%, TRPV1 ag 1, p53 reactivator -11% and PTAP TSG101 blk 0%.
`O=S(=O)(NCC(c1ccco1)N1CCc2ccccc2C1)c1ccc(Br)cc1` (configuration not stated) gave ELG1 repair inh -5%, Integrin act MD inconclusive, BRCA1 expr act -52%, TCR act -36%, B2AR arrestin 0.4%, TRPV1 ag 1, p53 reactivator 7% and PTAP TSG101 blk -7%.
Screening Cc1ccc(NP(=O)(Nc2ccc(C)cc2)Nc2ccc(C)cc2)cc1 returned ELG1 repair inh inconclusive, Integrin act MD 3.2µM*, CXXC DNA block 7%, A-T KAP1 phos 3%, BRCA1 expr act -9%, TCR act 6%, B2AR arrestin -0.2%, TRPV1 ag 3, p53 reactivator 3% and PTAP TSG101 blk -9%.
O=C(NCCN1CCCCC1)Nc1ccccc1Cl was read as ELG1 repair inh 17%, Integrin act MD 17%, CXXC DNA block -4%, A-T KAP1 phos 3%, BRCA1 expr act -2%, TCR act 6%, B2AR arrestin 0.1%, TRPV1 ag -1, p53 reactivator 10% and PTAP TSG101 blk 1%.
CN(C)CCOc1ccc(C(C)(C)c2ccccc2)cc1 was read as ELG1 repair inh 11%, Integrin act MD -18%, CXXC DNA block -13%, A-T KAP1 phos -11%, BRCA1 expr act -7%, B2AR arrestin -0.1%, TRPV1 ag -3, p53 reactivator -2% and PTAP TSG101 blk 0%.
Screening Cc1cc(C)c2cc(CNC3CCCC3)c(Cl)nc2c1 returned ELG1 repair inh 15%, Integrin act MD -29%, CXXC DNA block -15%, A-T KAP1 phos -9%, BRCA1 expr act -6%, TCR act -1%, B2AR arrestin -0.3%, TRPV1 ag 10, p53 reactivator 2% and PTAP TSG101 blk -7%.
O=C(Cc1c(F)cccc1Cl)Nc1ccccc1C(=O)N1CCCCC1 was read as ELG1 repair inh 3%, Integrin act MD -15%, A-T KAP1 phos 4%, BRCA1 expr act -13%, TCR act -1%, B2AR arrestin 0.1%, TRPV1 ag 0, p53 reactivator 3% and PTAP TSG101 blk -4%.
O=C(Nc1cc(S(=O)(=O)N2CCOCC2)ccc1N1CCCCC1)c1cc(-c2ccccn2)nc2ccccc12 was read as ELG1 repair inh 9%, Integrin act MD 0%, CXXC DNA block 2%, A-T KAP1 phos 15%, BRCA1 expr act -5%, TCR act 6%, B2AR arrestin 0.0%, TRPV1 ag -2, p53 reactivator 4% and PTAP TSG101 blk 2%.
CCCS(=O)(=O)N1CCCC(C(=O)Nc2ccc3c(c2)CCC3)C1 (configuration not stated) was read as ELG1 repair inh 5%, Integrin act MD -5%, CXXC DNA block -6%, A-T KAP1 phos 8%, BRCA1 expr act 43%, TCR act 0%, B2AR arrestin -0.8%, TRPV1 ag 19, p53 reactivator -4% and PTAP TSG101 blk 2%.
`C=CCN(Cc1nc(-c2ccccc2)no1)C(=O)c1ccc2c(c1)OCO2` gave ELG1 repair inh -2%, Integrin act MD 5%, CXXC DNA block 27%, A-T KAP1 phos 5%, BRCA1 expr act -55%, TCR act -4%, B2AR arrestin 0.3%, TRPV1 ag 14, p53 reactivator -2% and PTAP TSG101 blk -3%.
For COc1ccc(-n2c(=O)c3c4c(sc3n(CC(=O)NCc3ccco3)c2=O)CCC4)c(OC)c1 the results were ELG1 repair inh 1%, Integrin act MD -34%, CXXC DNA block 4%, A-T KAP1 phos -4%, BRCA1 expr act -32%, TCR act 2%[46.1 µM], B2AR arrestin 8.5%, TRPV1 ag 4, p53 reactivator 1% and PTAP TSG101 blk -1%.
CCn1c(/C=C/c2c(C)n(CC)c3ccccc23)nc2ccccc2c1=O was read as ELG1 repair inh 8%, Integrin act MD 11%, CXXC DNA block -8%, A-T KAP1 phos -11%, BRCA1 expr act -12%, TCR act 0%[46.1 µM], B2AR arrestin -0.9%, TRPV1 ag -4, p53 reactivator 2% and PTAP TSG101 blk -5%.
`O=C(Nc1cccc(N2C(=O)C3CCCCC3C2=O)c1)c1ccccc1` (configuration not stated) gave ELG1 repair inh -9%, Integrin act MD 3%, CXXC DNA block 11%, A-T KAP1 phos 1%, BRCA1 expr act -7%, TCR act 3%, B2AR arrestin -0.1%, TRPV1 ag 8, p53 reactivator 3% and PTAP TSG101 blk -5%.
Screening C1CCCCCC(=NNc2nn[nH]n2)CCCCC1 returned ELG1 repair inh inconclusive, Integrin act MD 2%, CXXC DNA block 0%, A-T KAP1 phos 14%, BRCA1 expr act 0%, TCR act -3%, B2AR arrestin 3.1%, TRPV1 ag 0, p53 reactivator 4% and PTAP TSG101 blk -2%.
For CSCCC(=O)N1CCN(CC(=O)N2CCCC2)CC1 the results were ELG1 repair inh inconclusive, Integrin act MD 28%, CXXC DNA block -3%, A-T KAP1 phos 3%, BRCA1 expr act -6%, TCR act 5%, B2AR arrestin 0.1%, TRPV1 ag -1, p53 reactivator 4% and PTAP TSG101 blk -6%.
Screening CCOc1ccc(CCNC(=O)COC(=O)C2CCN(S(=O)(=O)c3ccccc3)CC2)cc1OCC returned Integrin act MD -4%, BRCA1 expr act -7%, TCR act 3% and PTAP TSG101 blk -3%.
For CC(=O)N1CCN(S(=O)(=O)c2cccc(C(=O)NCc3ccc(F)cc3)c2)CC1 the results were ELG1 repair inh -24%, Integrin act MD 13%, A-T KAP1 phos 17%, BRCA1 expr act -21%, TCR act -6%, B2AR arrestin -0.2%, p53 reactivator -7% and PTAP TSG101 blk -4%.
Screening O=S(=O)(c1ccc(Cl)cc1)N1CCN(c2ncccn2)CC1 returned ELG1 repair inh 4%, Integrin act MD inconclusive, CXXC DNA block -2%, A-T KAP1 phos -2%, BRCA1 expr act -12%, TCR act -16%, B2AR arrestin -0.2%, TRPV1 ag 1, p53 reactivator 2% and PTAP TSG101 blk -1%.
`Cc1cccc(C#N)c1NC1=CC(=O)CC(C)(C)C1` gave ELG1 repair inh 10%, Integrin act MD 15%, CXXC DNA block 4%, A-T KAP1 phos -25%, BRCA1 expr act -1%, TCR act 5%, B2AR arrestin -0.1%, TRPV1 ag -4, p53 reactivator 1% and PTAP TSG101 blk -7%.
Screening CC1(OCON)CCCc2ccccc21 (configuration not stated) returned ELG1 repair inh -9%, Integrin act MD 2%, CXXC DNA block -5%, A-T KAP1 phos -8%, BRCA1 expr act 27%, TCR act 3%, B2AR arrestin 0.4%, TRPV1 ag 1, p53 reactivator 11% and PTAP TSG101 blk -3%.
Cc1ccccc1N/C(=N/S(=O)(=O)c1cc(F)ccc1F)c1ccccc1 was read as ELG1 repair inh 6%, Integrin act MD -5%, CXXC DNA block -6%, A-T KAP1 phos -13%, BRCA1 expr act 5%, TCR act 3%, B2AR arrestin -0.3%, TRPV1 ag -1, p53 reactivator -2% and PTAP TSG101 blk -2%.
Cc1ccc(CCNC(=O)CC2Oc3ccc(C)cc3NC2=O)cc1 (configuration not stated) was read as ELG1 repair inh 14%, Integrin act MD 17%, CXXC DNA block 6%, A-T KAP1 phos -6%, BRCA1 expr act -5%, TCR act 0%[46.1 µM], B2AR arrestin -0.5%, TRPV1 ag 1, p53 reactivator -1% and PTAP TSG101 blk -2%.

Assay outcomes as filed in PubChem BioAssay.
